# SRC1 TRFRET art = TR-FRET artefact, counter-screen to PPARgamma/SRC-1 agonist assay | 99,000 compounds, 0.34% hits | TR-FRET detection artefact counter-screen, emission ratio; stronger effect = higher value | TR-FRET ratio at 8 µM | AID 1051; in the data active = TR-FRET ratio above about 2300; note: inactives centre near 1800; reference of the scale not given here
# SRC3 TRFRET art = TR-FRET artefact, counter-screen to PPARgamma/SRC-3 agonist assay; TR-FRET ratio at 8 µM; PPARgamma/SRC-3 format; stronger effect = higher value; 99,000 compounds, 0.39% hits; in the data active = TR-FRET ratio above about 2000; note: inactives centre near 1600; reference of the scale not given here
# Numbers without * were called inactive; & = joins results of further samples. A portion of the library; the hit share may differ from the screen's.
# The first 3 compounds as a preview:
SMILES,SRC1 TRFRET art,SRC3 TRFRET art
Nc1cc(=O)[nH]c(SCC(=O)N2N=C(c3ccc(Cl)cc3)CC2c2ccco2)n1 (stereo not drawn),1536,1537
COc1ccc([N+](=O)[O-])c2c(=O)ccoc12,1553,1758
CCOc1ccc(NC(=S)N(CCOC)C(C)c2cccnc2)cc1 (stereo not drawn),1959,1506

# This part in full (from the top)
SMILES,SRC1 TRFRET art,SRC3 TRFRET art
Nc1cc(=O)[nH]c(SCC(=O)N2N=C(c3ccc(Cl)cc3)CC2c2ccco2)n1 (stereo not drawn),1536,1537
COc1ccc([N+](=O)[O-])c2c(=O)ccoc12,1553,1758
CCOc1ccc(NC(=S)N(CCOC)C(C)c2cccnc2)cc1 (stereo not drawn),1959,1506
CCC1C(=O)N=C(SCC(=O)Nc2ccc(S(N)(=O)=O)cc2)NC1=O (stereo not drawn),2109,1734
COc1ccc2ccccc2c1C(=O)/C=C\c1ccoc1,1857,1597
COCCCNC(=O)/C(C#N)=C/c1cccc(NC(=O)c2ccccc2Cl)c1,1577,1600
CCOc1ccccc1/C=C/C(=O)c1ccc(Cl)cc1,2009,1679
CCOC(=O)c1cc(-c2ccc(F)cc2)n(CC(=O)NCc2cccnc2)c1C,1887,1697
COc1ccc(NC(=O)Nc2c(C)n(C)n(-c3ccccc3)c2=O)cc1,1469,1496
O=C(CCN1C(=O)/C(=C\c2ccccc2)SC1=S)NNC(=O)c1cccnc1,1590,1421
CC1=C(C(=O)OCCc2ccccc2)C(c2ccsc2)NC(=O)N1C (stereo not drawn),1744,1679
Cc1cc(C)n2c(SCC(=O)NC3CCCC(C)C3C)nnc2n1 (stereo not drawn),1579,1644
O=C(COC(=O)C1CCCCC1C(=O)N1CCc2ccccc21)NCc1ccco1 (stereo not drawn),1763,1480
Cc1ccc(OCC(=O)O/N=C(\N)c2ccccn2)cc1,2013,1595
COc1cc(C(=O)NCC(=O)OCC(=O)Nc2ncc(Cl)cc2Cl)cc(OC)c1OC,1820,1458
CCOC(=O)C1(CC2CCCCO2)CCN(Cc2c(C)cc(C)cc2-n2cccn2)CC1 (stereo not drawn),1429,1242
CCOC(=O)C1=NOC(CNC(=O)c2ccccc2Cl)C1 (stereo not drawn),1670,1393
O=C(C(Sc1ccccc1)c1ccccc1)N1CCN(c2ccccc2)CC1 (stereo not drawn),1646,1590
CCc1ccc(NC(=O)CSc2nnc(Cn3c(=O)sc4ccccc43)n2C)cc1,1905,1736
CCOC(=O)C1(Cc2cccc(OC)c2)CCN(Cc2ccccc2OC)CC1,1644,1384
C#CCN(C(=O)CC1C(=O)NCCN1C/C=C/c1ccccc1)C1CCCCC1 (stereo not drawn),1770,1484
Cc1cc(C)n(/N=C/c2ccccc2O)c(=O)c1,1851,1633
CCC/C=C(\CCC)C(NC(=O)OCC(C)C)c1ccc(C(=O)OC)cc1 (stereo not drawn),1872,1584
COc1ccc(Cl)cc1-c1nc(SCC(=O)NC2CC2)n[nH]1,1746,1576
COc1cccc(N2C(=O)CC(NNC(=O)c3cccs3)C2=O)c1 (stereo not drawn),1812,1668
CCN(CC)c1ncc(C)c(=O)[nH]1,1552,1676
COc1ccc(C(=O)C[n+]2cc(-c3ccc(OC)cc3)n3c2CCCC3)cc1,1820&1859,1470&1546
COCc1cc(C)nc(SCc2nc3ccccc3c(=O)[nH]2)c1C#N,2038,1425
CCOC(=O)/C=C1\SCC(=O)N1CC(=O)Nc1cccc(F)c1,1577,1434
CSCc1nc2sc(C(=O)Nc3nc(C)cs3)c(C)c2c(=O)[nH]1,2004,1628
OCCC1CN(Cc2ccc3nsnc3c2)CCN1C1CCCC1 (stereo not drawn),2042,1580
COc1ccc(N2C(=O)C(OC(C)=O)C2c2ccc(C)cc2)cc1 (stereo not drawn),1873,1501
Cc1cc(C)n(-c2nc3ccccc3n3c(C)nnc23)n1,1549,1547
COc1ccc(-c2noc(-c3ccoc3C)n2)cc1OC,1891,1702
Cc1cc(Nc2cccc(Cl)c2)nc(N2CCOCC2)n1,1964,1709
Cc1ccc(NC(=S)NC2CCN(Cc3ccccc3)CC2)c(C)c1,1890,1751
O=[N+]([O-])c1ccc(-c2cnc(NO)nc2)cc1,2037,1647
O=C(Nc1ccccc1F)c1ccn[nH]1,2149,1555
Cc1ccc(-c2noc(-c3ccoc3C)n2)cc1,1799,1568
COCC(=O)n1nc(-c2ccccc2)nc1NCc1cccs1,1922,1666

# A second format for some results above.
Compound | SRC1 TRFRET art | SRC3 TRFRET art
CCOC(=O)C1(Cc2cccc(OC)c2)CCN(Cc2ccccc2OC)CC1 | 1644 | 1384
C#CCN(C(=O)CC1C(=O)NCCN1C/C=C/c1ccccc1)C1CCCCC1 (stereo not drawn) | 1770 | 1484

# New compounds follow.
SMILES,SRC1 TRFRET art,SRC3 TRFRET art
CCOc1cc(/C=C2\SC(=Nc3ccc(F)cc3)N(c3ccc(F)cc3)C2=O)ccc1OCC(=O)O,1767,1599
CC(C)N(C(=O)CSc1nnc(-c2ccc3c(c2)OCO3)n1C)C(C)C,1852,1618
CCS(=O)(=O)n1nc(-c2ccc(OC)cc2)nc1N,1801,1565
CCOC(=O)C1CCN(C(=O)c2ccc(N(C)S(=O)(=O)c3ccc(OC)cc3)cc2)CC1,1683,1551
COC(=O)[C@@]1(Cc2ccc(F)cc2)[C@H]2c3cc(C(=O)N(C)C)n(Cc4ccc(OC(F)(F)F)cc4)c3C[C@H]2CN1C(=O)c1ccccc1,1559,1691
COCCN(C(=O)Cc1cccs1)C(C(=O)NC1CCCC1)c1cc(OC)c(OC)c(OC)c1 (stereo not drawn),2158,1686
COc1cc(NC(=S)NCc2cccnc2)c(OC)cc1Cl,1855,1652
Fc1ccc(-c2csc3ncnc(Cl)c23)cc1,1973,1453
Cc1ccsc1/C=N\NC(=O)c1n[nH]c2c1CCC2,1667,1765
O=C1C/C(=C\c2c(F)cccc2Cl)N2CCC1CC2,1896,1663
Cc1ccc(C(=O)NCC(=O)OCC(=O)NC2CCS(=O)(=O)C2)cc1C (stereo not drawn),1928,1685
Cc1cc(=O)oc2cc(OCC(=O)OCC(=O)Nc3ccccc3F)ccc12,1728,1727
COc1ccc(C(=O)Nc2ccc([N+](=O)[O-])cn2)c(OC)c1,1955,1694
COC(C(=O)Nc1cc([N+](=O)[O-])ccc1C)c1ccccc1 (stereo not drawn),1724,1413
O=c1oc2ccc([N+](=O)[O-])cc2c(N2CCOCC2)c1[N+](=O)[O-],1950,1645
O=C1OC(Cc2ccncc2)C(O)=C1C1=NCCCN1 (stereo not drawn),1950,1565
COc1ccc(/C=C/c2nnc(NC(=O)CSc3ccc(Cl)cc3)s2)cc1,1574,1470
Cc1cc(CNC(=O)C(C)Cc2ccccc2)nn1C (stereo not drawn),1632,1466
Cc1onc(-c2c(F)cccc2Cl)c1C(=O)NC(=S)Nc1c(C)n(C)n(-c2ccccc2)c1=O,1747,1455
O=C(C[n+]1ccccc1)N/N=C/c1ccccc1F,1753,1465

# Grouped by structure, those above with two or more sulfur atoms (5)
SMILES,SRC1 TRFRET art,SRC3 TRFRET art
CCC1C(=O)N=C(SCC(=O)Nc2ccc(S(N)(=O)=O)cc2)NC1=O (stereo not drawn),2109,1734
O=C(CCN1C(=O)/C(=C\c2ccccc2)SC1=S)NNC(=O)c1cccnc1,1590,1421
CCc1ccc(NC(=O)CSc2nnc(Cn3c(=O)sc4ccccc43)n2C)cc1,1905,1736
CSCc1nc2sc(C(=O)Nc3nc(C)cs3)c(C)c2c(=O)[nH]1,2004,1628
COc1ccc(/C=C/c2nnc(NC(=O)CSc3ccc(Cl)cc3)s2)cc1,1574,1470

# Going on with the list.
SMILES,SRC1 TRFRET art,SRC3 TRFRET art
Nc1nc(=S)n(-c2ccccc2)[nH]1,1863,1614
O=C(CNCC1CCCO1)NCc1ccco1 (stereo not drawn),1568,1527
CC(C(=O)Nc1cccnc1)c1ccc([N+](=O)[O-])cc1 (stereo not drawn),1806,1456
CC#CC(=O)N1CCC(CO)(CCc2ccccc2)CC1,1838,1852
COCCN(C(=O)CC1C(=O)NCCN1CC(c1ccccc1)c1ccccc1)C(C)C (stereo not drawn),1831,1713
O=C(CC(c1ccccc1)c1ccccc1O)NCc1ccccc1Cl (stereo not drawn),1866,1585
CCOC(=O)/C=C/C(=O)OCC(=O)Nc1c(Cl)cccc1Cl,1813,1493
NC(=O)CSc1nnc(-c2ccccc2Br)n1-c1cccc(C(F)(F)F)c1,1686,1570
CCOc1ccc(NC(=O)C[n+]2ccc(N(C)C)cc2)cc1,2063,1484
O=c1c2ccccc2nc(-c2cccs2)n1-c1ccc2ccccc2c1,1536,1531
Cc1ccccc1NC1=C(Cl)C(=O)N(C2CCCCC2)C1=O,1785,1719
O=C(N/N=C\c1ccc(-c2ccc([N+](=O)[O-])cc2)o1)c1ccc2c(c1)OCO2,1747,1593
CCOC(=O)c1[nH]c2ccc(F)cc2c1NC(=O)CCN1CCOCC1,1727,1608
COc1ccccc1OCC(=O)NN=C(Cc1ccccc1)Cc1ccccc1,1718,1702
CC(C)(C)c1cc(-n2ccnc2)n2ncc(-c3ccc(Cl)cc3)c2n1,1838,1788
O=C(O/N=C/c1ccc2c(c1)OCO2)c1ccc([N+](=O)[O-])cc1,1567,1709
O=C(O)c1ccc(N=c2oc3cc(O)ccc3cc2C(=O)NCc2ccccc2)cc1,1984,1481
CC(C)(C)C(=O)Cn1c(=O)n(CC2CCCO2)c(=O)c2ccccc21 (stereo not drawn),1824,1563
O=C(N/N=C/c1ccc(Br)o1)c1cncc(Br)c1,1999,1584
Cc1ccc(NC(=O)Nc2ccc(S(N)(=O)=O)cc2)cc1,1985,1857

# An excerpt of these results, bar-delimited:
compound | SRC1 TRFRET art | SRC3 TRFRET art
CCOC(=O)/C=C/C(=O)OCC(=O)Nc1c(Cl)cccc1Cl | 1813 | 1493
NC(=O)CSc1nnc(-c2ccccc2Br)n1-c1cccc(C(F)(F)F)c1 | 1686 | 1570

# (list continues)
SMILES,SRC1 TRFRET art,SRC3 TRFRET art
CCOC(=O)N/N=C/c1c[nH]c2ccccc12,1580,1535
O=C(N/N=C1\CC2CC=CC12)c1ccc(Br)cc1 (stereo not drawn),1649,1569
O=c1[nH]c(C2CCCCC2)nc2ccccc12,1800,1537
CC(=O)c1cc(-c2ccc(F)cc2)n(CCC(=O)NC(C)(C)C)c1C,1807,1641
Cc1cc2ccccn2c1C(=O)c1cc([N+](=O)[O-])cc([N+](=O)[O-])c1,1604,1722
Cn1cc(Cl)nc1C(O)c1ccccc1 (stereo not drawn),1661,1467
CC(=O)c1c(C)[nH]c(C(=O)OCC(=O)Nc2ccccc2Cl)c1C,1492,1509
CCC(C(=O)Nc1ccccc1)c1ccccc1 (stereo not drawn),1603,1406
CC(OC(=O)CCc1nc2ccccc2[nH]c1=O)c1ccccc1 (stereo not drawn),1757,1737
O=C(CSc1ncnc2scc(-c3ccccc3)c12)N1CCN(c2ccccc2F)CC1,1899,2200*
COc1ccc(CC2(C)OC(c3ccncc3)=NN2C(C)=O)cc1 (stereo not drawn),1613,1544
Cc1ccc(NC(=O)C/C(N)=N/OC(=O)c2ccccc2)cc1,1690,1608
Cc1ccccc1S(=O)(=O)c1cc(C#N)c(=O)[nH]c1N,1819,1336
COc1ccccc1OCCn1cc(C(=O)O)c2ccccc21,1662,1517
CCC(=O)N1CCC(c2ccc(OC)cc2)=N1,1665,1376
COCC(=O)Nc1cc(C(=O)Nc2ccccc2)ccc1Cl,1719,1623
CCOc1cc(/C=C2/SC(=S)N(C)C2=O)ccc1Oc1ccc([N+](=O)[O-])cc1[N+](=O)[O-],1960,1615
O=Cc1ccc(Sc2ncccn2)o1,1831,1645
Cn1c(SCC(=O)N2CCCC2=O)nc2ccccc21,1703,1558
CCNc1ccc(C(=O)OCC(=O)NC(C)c2ccccc2)cc1[N+](=O)[O-] (stereo not drawn),1672,1351
CCOC(=O)/C=c1\s/c(=C\c2ccc(C#N)cc2)c(=O)n1CC(=O)NCc1ccco1,1610,1817
CN(C)C(/C=C/Nc1cccc(Br)c1)=C(C#N)C#N,1834,1658
COc1ccc2[nH]c3c(=O)n(N)c(C)nc3c2c1,2019,1604
Cc1cccc2nc(-c3ccccc3)nc(N[C@@H](CO)c3ccccc3)c12,1742,1386
CN1CCN(C(=O)C2=C[C@H](c3ccc(C(F)(F)F)cc3)C[C@H](OCc3ccc(CO)cc3)O2)CC1,1514,1491
Cc1ccc(NC(=O)c2ccc3c(c2)OCCO3)cc1S(=O)(=O)Nc1cccc(Cl)c1,1872,1625
CC(C)c1ccc(OCC(=O)Nc2cccc(C(=O)Nc3ccccc3C(=O)O)c2)cc1,1781,1598
NNc1nc2c(F)cc(F)cc2s1,1926,1722
Cc1ccc(NC(=O)COC(=O)c2ccccc2-c2nc3ccccc3s2)c(C)c1,1925,1664
CC(C)(O)C#Cc1ccc([C@@H]2C[C@H]3CN(c4ccccc4)C(=O)[C@]34CCCN24)s1,1937,1710
Cn1c(=O)c2c(nc(NCCCO)n2CCc2ccccc2)n(C)c1=O,2084,1747
Cc1ccc(C(=O)N2CCN(S(=O)(=O)c3ccc(C)c([N+](=O)[O-])c3)C2)cc1,1892,1592
CCOC(=O)c1c(N)sc(N)c1C(=O)OCC,2155,1614
COc1cccc(C(=O)N/N=C/c2ccc(Oc3ccc([N+](=O)[O-])cn3)c(OC)c2)c1,1604,1692
Cc1cccc(/C=N/NC(=O)c2cc(-c3cccnc3)nc3c2c(C)nn3-c2ccccc2)c1,2016,1571
Brc1ccccc1/C=N/Nc1ccc2ccccc2n1,1841,1369
COc1ccc(NS(=O)(=O)c2ccc(N3CCOCC3)c(NC(=O)c3ccc(F)cc3)c2)cc1,1635,1676
Cc1nn(-c2ccccc2)c(Cl)c1C(=O)Nc1nnc(C2CCCC2)s1,1917,1775
Cc1ccc(-n2nnnc2SCC(=O)Nc2ncc(Cc3ccccc3Cl)s2)cc1,1630,1597
Cc1ccccc1NCC(=O)N/N=C\c1ccc2c(c1)OCO2,1647,1537
NC(=O)C1=C[C@H](c2ccccc2)C[C@H](OCc2ccc(CO)cc2)O1,1602,1514

# Bioassay records: PubChem, The Scripps Research Institute Molecular Screening Center
